Screens (PubChem BioAssay)
FID counter – displaces DNA intercalator in HCV helicase counter-screen | DNA fluorescent intercalator displacement, fluorescence | inhibition, % at 7.9 µM | actives 0.17% (n = 290,000); in the data active = inhibition above about 37%;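 also: 0% = vehicle and 100% = reference compound; higher means more ethidium bromide displaced from hairpin DNA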
MEKK2 mut-MEK5 – signal of MEK5 binding to mutant human MEKK2 PB1 domain. percent response, % at 10 µM. actives 0.35% (n = 290,000). bead flow cytometry, Alexa488-MEK5 binding to MEKK2 mutant. AID 1530; in the data active = percent response above about 24%, passing the limit was not always enough; also: inactives centre near 1; some results filed as inactive read as strong as hits; reference of the scale not given here
PfM18AAP inh – blocks P. falciparum M18 aspartyl aminopeptidase; recombinant PfM18AAP, H-Glu-NHMec fluorogenic cleavage; inhibition, % at 7.35 µM; actives 1.2% (n = 290,000); AID 1822;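 active = inhibition above the campaign mean inhibition over all tested compounds plus 3 SD, cut at about 28% in these data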;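 also: 0% = plate median of test compound wells and 100% = 2 mM ZnCl2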
PHOSPHO1 block – inhibitors of human PHOSPHO1 phosphatase. actives 1.1% (n = 290,000). inhibition, % at 13.3 µM. recombinant PHOSPHO1, absorbance phosphatase assay. Q8TCT1; in the data active = inhibition above about 60%
Target sequence (Q8TCT1 whole entry, looked up): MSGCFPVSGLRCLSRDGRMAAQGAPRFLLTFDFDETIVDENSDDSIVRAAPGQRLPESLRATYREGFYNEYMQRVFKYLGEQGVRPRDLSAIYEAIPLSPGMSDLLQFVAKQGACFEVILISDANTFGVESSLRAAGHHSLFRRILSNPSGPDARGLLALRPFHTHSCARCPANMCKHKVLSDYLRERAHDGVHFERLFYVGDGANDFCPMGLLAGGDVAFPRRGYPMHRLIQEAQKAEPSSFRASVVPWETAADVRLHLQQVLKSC
NALP1 inh – NALP1 inhibition; AID 2071; inhibition, % at 10 µM; S. cerevisiae NALP1/ASC/caspase-1 growth, X-gal OD620, 72 h; actives 0.61% (n = 280,000); in the data active = inhibition mostly above about 24%, no sharp cut-off; inactive = mostly below about 32%; also: some compounds called inactive have numbers as strong as hits
MEKK2wt PB1 HTS – raises or lowers MEK5 binding to wildtype human MEKK2 PB1 domain; Q9Y2U5; bead flow cytometry, Alexa488-MEK5 binding to MEKK2 WT; actives lie on both sides; binding response (% of control), % at 10 µM; actives 1.1% (n = 290,000); in the data active = binding response below about 67% or above about 130%
GPR7 antagonist – antagonists of human GPR7 (neuropeptides B/W receptor 1). P48145. GPR7-expressing cells, fluorescence antagonist assay. inhibition, % at 4.4 µM. actives 1.1% (n = 290,000); in the data active = inhibition above about 16%, passing the limit was not always enough;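 also: cells stimulated with the agonist NPW; 0% = agonist with vehicle and 100% = vehicle without agonist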
Target sequence (P48145 whole entry, looked up): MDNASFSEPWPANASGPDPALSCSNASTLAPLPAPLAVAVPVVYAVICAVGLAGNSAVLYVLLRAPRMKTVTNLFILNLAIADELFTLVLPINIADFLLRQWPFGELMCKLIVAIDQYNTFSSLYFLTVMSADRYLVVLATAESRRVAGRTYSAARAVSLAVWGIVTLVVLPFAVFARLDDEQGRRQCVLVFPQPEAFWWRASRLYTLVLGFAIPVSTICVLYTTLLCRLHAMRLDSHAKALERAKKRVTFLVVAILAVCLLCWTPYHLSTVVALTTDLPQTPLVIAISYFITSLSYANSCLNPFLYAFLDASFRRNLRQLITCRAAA
OXTR ag – agonists of human oxytocin receptor | P30559 | CHO-OTR cells, Fluo-8 calcium fluorescence; normalized: DMSO 0%, oxytocin 100% | activation, % at 3 µM | actives 0.32% (n = 320,000) | AID 2435;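 active = activation above the mean of all tested compounds plus 3 SD, cutoff set per screening run, cut at about 20% in these data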;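 also: peak over basal fluorescence ratio from a 100 s FLIPR kinetic read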
Target sequence (P30559 whole entry, looked up): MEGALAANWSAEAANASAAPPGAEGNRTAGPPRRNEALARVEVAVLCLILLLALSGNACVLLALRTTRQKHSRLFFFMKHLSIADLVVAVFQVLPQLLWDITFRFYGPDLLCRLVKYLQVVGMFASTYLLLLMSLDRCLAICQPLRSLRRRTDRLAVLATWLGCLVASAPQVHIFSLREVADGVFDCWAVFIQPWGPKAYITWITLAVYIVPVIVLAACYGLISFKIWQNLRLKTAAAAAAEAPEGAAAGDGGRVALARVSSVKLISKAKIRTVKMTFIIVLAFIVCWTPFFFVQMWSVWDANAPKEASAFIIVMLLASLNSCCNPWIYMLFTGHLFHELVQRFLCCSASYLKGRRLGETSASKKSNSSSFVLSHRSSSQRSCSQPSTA
MEKK3 PB1 HTS – MEKK3-MEK5 PB1 interaction, increase or decrease | actives 1.4% (n = 290,000) | AID 1529 | bead-based flow cytometry, Alexa488-MEK5 binding to MEKK3; actives lie on both sides; 0 = blocked by unlabeled MEK5, 100 = vehicle | binding response (% of control), % at 10 µM;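 active = binding response more than 3 SD above or below the average of its plate-row segment, actives on both sides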;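 also: Alexa488 bead fluorescence after subtracting the streptavidin-only scavenger bead signal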
* = called active by the depositor; x = no result given; [ ] = dose if it differs, or a comment.

1: O=C1CCCN2N=C(SCC(=O)Nc3ccccc3C(F)(F)F)SC2=N1
2: O=[N+]([O-])c1ccc(CSC2=NCCN2)cc1
3: O=C(O)C1=C[C@H](c2coc3ccccc3c2=O)C[C@H](OCc2ccc(CO)cc2)O1
4: COc1ccc(NC2=CC(=O)N(C)C2=O)cc1
5: CNS(=O)(=O)c1cccc(C(=O)NNC(=O)c2ccc(COc3ccccc3)cc2)c1
6: COc1ccc(-c2cc(N)n(CCC#N)n2)c(OC)c1
compound no.,1,2,3,4,5,6
FID counter,-8,1,-15,-5,-9,-13
MEKK2 mut-MEK5,2,2,1,0,1,2
PHOSPHO1 block,43,14,8,-5,32,-23
MEKK2wt PB1 HTS,103,108,93,104,102,105
PfM18AAP inh,-1,5,0,4,12,-1
OXTR ag,-1.3,1.3,0.4,1.4,1.6,-0.8
MEKK3 PB1 HTS,98,107,103,103,103,104
NALP1 inh,12,11,-9,34,12,15
GPR7 antagonist,-7,-12,-13,-8,-4,-2

7: COc1ccc(C2N(c3cc(C)on3)C(=O)C3CCCN32)cc1OC (stereo unspecified)
8: COc1cccc(C(=O)NN/C(C)=C/C(=O)C(F)(F)C(F)(F)C(F)(F)F)c1
9: COC(=O)N/N=C/c1cn(CCOc2ccccc2)c2ccccc12
10: CSc1nc2oc3c(c2c2nncn12)CC(C)(C)SC3
11: CN(C)C(CNC(=O)CNC(=O)c1ccc2ccccc2c1)c1ccccc1 (stereo unspecified)
12: Cc1ccc(O)c(NC(=S)NC(=O)C(C)C)c1
compound no.,7,8,9,10,11,12
FID counter,6,0,-16,-4,8,-2
MEKK2 mut-MEK5,-1,3,-38,0,2,-20
PHOSPHO1 block,11,-12,27,78*,23,4
MEKK2wt PB1 HTS,97,106,-17*[inhibitor],97,103,82
PfM18AAP inh,-8,-8,-14,32*,3,-2
OXTR ag,0.8,0.6,3.3,-0.7,-0.1,0.9
MEKK3 PB1 HTS,91,105,-1.0*[inhibitor],98,101,85
NALP1 inh,13,-15,x,-3,18,-42
GPR7 antagonist,-6,-6,-7,10,-4,-9

13: CCCCOC(=O)c1[nH]c(C)c(C(=O)OC)c1C
14: CCn1c(SCC(=O)Nc2c(C#N)cnn2-c2ccccc2)nnc1-c1cccs1
15: CCC(COC(=O)Nc1cccc(C)c1C)NC(=O)OCC(C)C (stereo unspecified)
16: COCc1[nH]nc2c1C(c1ccccc1Cl)C(C#N)=C(N)O2 (stereo unspecified)
17: COCCCNC(=O)Cn1c(=O)n(CCCCCC(=O)NCc2ccc3c(c2)OCO3)c(=O)c2sccc21
18: Cc1ccc(N(CN2C(=O)c3ccccc3C2=O)C(=O)c2ccc([N+](=O)[O-])cc2[N+](=O)[O-])cc1
compound no.,13,14,15,16,17,18
FID counter,-15,-20,-30,4,-6,-11
MEKK2 mut-MEK5,4,3,6,1,x,1
PHOSPHO1 block,-12,16,-2,-7,-21,6
MEKK2wt PB1 HTS,107,100,110,99,x,97
PfM18AAP inh,1,0,0,-1,9,-8
OXTR ag,-0.8,-0.5,-1.2,-0.4,-1.2,-2.5
MEKK3 PB1 HTS,105,101,107,103,x,99
NALP1 inh,26,-34,7,14,5,29
GPR7 antagonist,6,-7,-1,-7,22,-14

Structural class: the entries above with a halogen (3)
1: O=C1CCCN2N=C(SCC(=O)Nc3ccccc3C(F)(F)F)SC2=N1
8: COc1cccc(C(=O)NN/C(C)=C/C(=O)C(F)(F)C(F)(F)C(F)(F)F)c1
16: COCc1[nH]nc2c1C(c1ccccc1Cl)C(C#N)=C(N)O2 (stereo unspecified)
compound no.,1,8,16
FID counter,-8,0,4
MEKK2 mut-MEK5,2,3,1
PHOSPHO1 block,43,-12,-7
MEKK2wt PB1 HTS,103,106,99
PfM18AAP inh,-1,-8,-1
OXTR ag,-1.3,0.6,-0.4
MEKK3 PB1 HTS,98,105,103
NALP1 inh,12,-15,14
GPR7 antagonist,-7,-6,-7

New compounds follow:
19: Cc1[nH]nc(SCC(=O)Nc2ccc(C#N)cc2)c1[N+](=O)[O-]
20: COc1ccc(CCN=C(N)NS(=O)(=O)c2cc(F)ccc2F)cc1
21: CN(Cc1nc2ccccc2s1)C(=O)c1ccc(F)cc1
22: COc1ccccc1CN1CCN(S(=O)(=O)c2ccccc2)CC1
23: CC(CCc1ccccc1)NC(=O)CN1CCSc2ccccc21 (stereo unspecified)
24: CCOP(=O)(c1ccccc1)C(O)c1ccc(Br)cc1 (stereo unspecified)
compound no.,19,20,21,22,23,24
FID counter,6,-15,-12,7,-10,-1
MEKK2 mut-MEK5,1,5,-2,5,2,0
PHOSPHO1 block,11,36,26,3,-4,-8
MEKK2wt PB1 HTS,107,103,97,119,99,106
PfM18AAP inh,-1,-7,3,5,4,-6
OXTR ag,4.5,-0.7,0.6,-1.5,-2.2,0.1
MEKK3 PB1 HTS,133*,100,101,119,102,134*
NALP1 inh,35,4,18,15,7,20
GPR7 antagonist,2,-7,-5,-4,0,-4

25: CS(=O)(=O)N1CCC(C(=O)Nc2cc(C(F)(F)F)ccc2Cl)CC1
26: O=c1oc2ccccc2n1Cc1ccccc1
27: O=C(NC1CCCC1)C1(c2ccccc2)CCN(S(=O)(=O)c2ccccc2)CC1
28: CCCCCCCCC(=O)N/N=C(\C)c1ccc(O)cc1O
29: COc1cccc(OCC(=O)NNC(=O)Cc2cccs2)c1
30: Cc1ccc(NC(=O)CC(O)(C(F)(F)F)C(F)(F)F)c(Br)c1
compound no.,25,26,27,28,29,30
FID counter,-1,0,-14,-21,-1,2
MEKK2 mut-MEK5,5,-30,4,3,-2,-2
PHOSPHO1 block,47,32,3,-6,-12,-6
MEKK2wt PB1 HTS,105,81,104,103,97,99
PfM18AAP inh,-19,-3,-13,7,2,8
OXTR ag,-0.3,-1.6,-1.3,6.2,0.2,2.0
MEKK3 PB1 HTS,105,93,107,107,101,99
NALP1 inh,3,12,14,4,20,-6
GPR7 antagonist,-8,-8,5,-10,0,-24

Random excerpt: 4 records from the list, in no set order.
29: COc1cccc(OCC(=O)NNC(=O)Cc2cccs2)c1
27: O=C(NC1CCCC1)C1(c2ccccc2)CCN(S(=O)(=O)c2ccccc2)CC1
30: Cc1ccc(NC(=O)CC(O)(C(F)(F)F)C(F)(F)F)c(Br)c1
28: CCCCCCCCC(=O)N/N=C(\C)c1ccc(O)cc1O
compound no.,29,27,30,28
FID counter,-1,-14,2,-21
MEKK2 mut-MEK5,-2,4,-2,3
PHOSPHO1 block,-12,3,-6,-6
MEKK2wt PB1 HTS,97,104,99,103
PfM18AAP inh,2,-13,8,7
OXTR ag,0.2,-1.3,2.0,6.2
MEKK3 PB1 HTS,101,107,99,107
NALP1 inh,20,14,-6,4
GPR7 antagonist,0,5,-24,-10

New compounds follow:
31: Cn1c(COc2nnc(-c3ccc(Cl)cc3)c3ccccc23)nc2ccccc21
32: Cn1c(=O)c2c(ncn2CC(=O)OCC(=O)NC(c2ccccc2)c2ccccc2)n(C)c1=O
33: O=C(c1ccc(F)cc1)n1c(NCc2ccccc2)n[nH]c1=S
34: CCOCCCNC(=S)N1CCC(NC(=O)C23CC4CC(CC(C4)C2)C3)CC1
35: O=C(NCc1ccccc1)C(c1ccc(F)cc1)N(Cc1ccc2c(c1)OCO2)C(=O)Cn1nnc(-c2cccs2)n1 (stereo unspecified)
36: O=C(CSc1ccc2nc(-c3ccccc3)cn2n1)NCC1CCCO1 (stereo unspecified)
compound no.,31,32,33,34,35,36
FID counter,-3,-2,-10,-22,-3,-25
MEKK2 mut-MEK5,x,0,1,5,3,-2
PHOSPHO1 block,17,-5,41,7,-9,20
MEKK2wt PB1 HTS,x,105,101,105,103,101
PfM18AAP inh,-3,-1,11,-9,0,-14
OXTR ag,0.2,-0.1,0.4,0.9,4.3,0.2
MEKK3 PB1 HTS,x,79,100,102,109,103
NALP1 inh,10,27,6,-10,-1,7
GPR7 antagonist,-5,-7,1,-8,-1,-7

37: COCCNC(=O)C(=O)Nc1cc2c3c(c1)CCC(=O)N3CCC2
38: COc1cc(C2SCC(=O)N2c2c(C)n(C)n(-c3ccccc3)c2=O)ccc1O (stereo unspecified)
39: CC(=O)NS(=O)(=O)c1ccc(N=NN2CCOCC2)cc1
40: COC(=O)/C=C/COc1ccccc1[N+](=O)[O-]
41: CC(C)(O)C#Cc1ccc(CN2CCN(Cc3ccsc3)C(CCO)C2)s1 (stereo unspecified)
42: Cc1nc(S(=O)(=O)c2ccc(Cl)cc2Cl)nc2c1CCC2
compound no.,37,38,39,40,41,42
FID counter,-8,-3,4,-3,0,-10
MEKK2 mut-MEK5,3,4,-2,-2,15,11
PHOSPHO1 block,55,2,9,-12,54,3
MEKK2wt PB1 HTS,102,95,93,107,110,113
PfM18AAP inh,3,-6,-2,6,-4,-2
OXTR ag,0.0,-0.7,-1.0,0.4,0.8,-0.4
MEKK3 PB1 HTS,103,97,92,109,102,111
NALP1 inh,-16,38*,-35,11,3,4
GPR7 antagonist,5,-11,5,-5,-14,-15

43: Cc1cc(C)c2nc(N(CCN(C)C)C(=O)c3ccc(S(=O)(=O)N(C)CC4CCCO4)cc3)sc2c1 (stereo unspecified)
44: O=C(CCl)N1c2ccccc2OCC1c1ccccc1 (stereo unspecified)
45: CC1CCN(C(=O)COc2ncnc3ccccc23)CC1
46: Cc1ccc(O)c(NC(=O)CSc2ccc(Cl)cc2)c1
47: COc1ccc(OC)c(S(=O)(=O)Nc2ccc(O)c(Sc3ncn[nH]3)c2)c1
48: CCCCC(CC)CNCc1cccn1CCN1CCOCC1 (stereo unspecified)
compound no.,43,44,45,46,47,48
FID counter,23,2,-2,-2,6,10
MEKK2 mut-MEK5,19,9,-5,-1,-1,9
PHOSPHO1 block,33,-22,13,37,20,35
MEKK2wt PB1 HTS,131,97,99,98,93,114
PfM18AAP inh,3,-4,-13,-10,64*,-3
OXTR ag,1.7,-0.7,0.3,0.7,1.9,0.6
MEKK3 PB1 HTS,109,102,106,102,94,100
NALP1 inh,27,38,-11,13,10,10
GPR7 antagonist,6,2,6,-3,3,-2

49: CC(=O)Oc1ccc(C(=O)NCc2ccco2)cc1
50: Cc1ccccc1CNC1CCCCC1
51: CCOC(=O)N1CCN(C(=O)c2ccc(N3C(=O)CCC3=O)cc2)CC1
52: N#CC12CCCCC1CC1CCCCC1(C#N)N2Cc1cccnc1 (stereo unspecified)
53: COc1cc(/C=N/N=C/c2cc(OC)c(O)c(OC)c2)cc(OC)c1O
54: O=C(COC(=O)c1ccc(Br)o1)NCc1ccco1
compound no.,49,50,51,52,53,54
FID counter,-2,-2,-3,-3,13,-5
MEKK2 mut-MEK5,14,-1,0,2,0,-2
PHOSPHO1 block,44,-5,40,19,-13,x
MEKK2wt PB1 HTS,111,97,100,96,112,94
PfM18AAP inh,3,0,3,1,30*,5
OXTR ag,1.2,-0.9,0.6,-0.1,0.4,0.4
MEKK3 PB1 HTS,110,93,98,98,109,94
NALP1 inh,-2,15,x,3,35,x
GPR7 antagonist,-15,-8,-19,-19,-14,-5
